ZTA counter: ZTA (EBV) inhibition in EBNA-1 counter-screen; P03206; ZTA-DNA binding, fluorescence polarization; inhibition, % at 11 µM; 320,000 compounds, 0.15% hits; AID 2234; in the data active = inhibition above about 33%
Target sequence (P03206 whole entry, looked up): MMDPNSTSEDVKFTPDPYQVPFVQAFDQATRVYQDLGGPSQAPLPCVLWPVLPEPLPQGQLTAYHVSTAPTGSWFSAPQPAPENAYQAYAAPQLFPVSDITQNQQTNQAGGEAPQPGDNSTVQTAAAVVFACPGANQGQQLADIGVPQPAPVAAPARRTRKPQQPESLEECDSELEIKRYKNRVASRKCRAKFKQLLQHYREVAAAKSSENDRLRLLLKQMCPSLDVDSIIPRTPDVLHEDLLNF
Efflux pump inh: antifungal efflux pump inhibition, Nile Red retention; inhibition, % at 10 µM; 330,000 compounds, 0.44% hits; AID 485275; S. cerevisiae Candida pump triplex;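 active = plate passing quality check with inhibition over a set limit, or well fluorescence over plate mean plus 4 SD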;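 note: Nile Red retained in pooled yeast measured as flow cytometry median fluorescence; 0% = buffer negative control and 100% = Enniatin B positive control; higher means more Nile Red kept so more efflux inhibition; some compounds called inactive have numbers as strong as hits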
CR mimetic SO: yeast age-related superoxide inhibition as caloric restriction mimetic; S. cerevisiae aged cells, superoxide DHE fluorescence; active compounds read low; superoxide response (% of plate mean), % at 10 µM; 330,000 compounds, 0.18% hits;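 active = superoxide response under a set limit, about three screen SD below normal, cut at about 65% in these data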;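 note: yeast aged for seven days with compound at 30 °C before DHE staining; 100% = average MFI of all compound-treated wells on the plate with controls excluded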
Fam108B inh: Fam108B inhibition, counter-screen for RBBP9 inhibitors; recombinant Fam108B, FP-Rh probe fluorescence polarization; inhibition, % at 9.51 µM; 300,000 compounds, 0.33% hits; AID 1947;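 active = inhibition above the screen mean inhibition plus 3 SD, computed separately per campaign, cut at about 18% in these data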;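 note: inhibitors lower polarization as less probe binds the enzyme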
EBNA-1 inh: blocks EBNA-1 binding to DNA | EBNA-1 DNA binding, fluorescence polarization | inhibition, % at 14.8 µM | 300,000 compounds, 0.34% hits; in the data active = inhibition above about 28%
MCL1-BIM inh: MCL1-BIM-BH3 interaction inhibition (human); AID 2057; inhibition, % at 10.9 µM; GST-MCL1 / FITC-Bim-BH3 fluorescence polarization; Q07820; 320,000 compounds, 0.68% hits;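 active = inhibition above the mean inhibition of all tested compounds plus 3 SD, set per campaign, cut at about 40% in these data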;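 note: 0% = DMSO wells and 100% = unlabeled Bim-BH3 peptide control; higher means more loss of mP so more displacement of Bim peptide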
Target sequence (Q07820 whole entry, looked up): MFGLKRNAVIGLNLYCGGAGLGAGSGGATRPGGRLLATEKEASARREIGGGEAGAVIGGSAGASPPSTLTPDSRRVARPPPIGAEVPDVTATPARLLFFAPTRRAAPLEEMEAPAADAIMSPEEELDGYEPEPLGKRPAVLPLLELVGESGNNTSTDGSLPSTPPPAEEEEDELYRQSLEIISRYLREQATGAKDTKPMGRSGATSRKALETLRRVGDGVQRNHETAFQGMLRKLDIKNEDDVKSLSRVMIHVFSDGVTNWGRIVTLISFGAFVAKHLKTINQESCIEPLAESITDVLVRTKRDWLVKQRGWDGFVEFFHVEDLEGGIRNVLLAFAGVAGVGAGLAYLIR
BCLXL inh: blocks human Bcl-xL binding to Bim BH3 peptide; AID 2129; GST-Bcl-xL / FITC-Bim BH3 peptide fluorescence polarization; 320,000 compounds, 0.7% hits; inhibition, % at 10.9 µM; Q07817;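 active = inhibition above the mean of all tested compounds plus 3 SD, cutoff set per campaign, cut at about 30% in these data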;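 note: 0% = DMSO wells and 100% = unlabeled Bim-BH3 peptide competitor; inhibitors lower millipolarization by displacing the labeled peptide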
MEX-5 binding: C. elegans MEX-5 TCR-2 RNA binding activity | MEX-5/FITC-TCR2 RNA binding, fluorescence polarization; active compounds read low | activity score (negative = inhibition of binding), % at 10 µM | 300,000 compounds, 0.38% hits | AID 1832;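 active = inhibition past about -25% in most replicates, and total fluorescence under double the plate's negative control median, limit read from the data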;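 note: 0% = DMSO and -100% = 5 µM competing unlabeled TCR2 RNA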
Target sequence (Q9XUB2 whole entry, looked up): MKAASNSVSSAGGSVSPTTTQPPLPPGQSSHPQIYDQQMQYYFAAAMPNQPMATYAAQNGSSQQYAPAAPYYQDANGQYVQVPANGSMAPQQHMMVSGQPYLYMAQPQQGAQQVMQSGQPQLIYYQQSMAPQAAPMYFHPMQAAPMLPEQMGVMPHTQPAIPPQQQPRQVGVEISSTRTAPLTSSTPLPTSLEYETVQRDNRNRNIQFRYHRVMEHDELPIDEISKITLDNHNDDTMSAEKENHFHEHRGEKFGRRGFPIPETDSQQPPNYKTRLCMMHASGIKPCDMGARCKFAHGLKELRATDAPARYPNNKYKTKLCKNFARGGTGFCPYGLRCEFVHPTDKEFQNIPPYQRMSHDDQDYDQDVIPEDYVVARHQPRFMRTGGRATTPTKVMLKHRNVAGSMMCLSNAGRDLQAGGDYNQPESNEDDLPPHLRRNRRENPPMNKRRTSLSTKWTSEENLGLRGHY
GLD-1 TGE inh: GLD-1-TGE RNA interaction inhibition (C. elegans) | Q17339 | inhibition, % at 5.96 µM | purified GLD-1 + fluorescein TGE RNA, fluorescence polarization | 320,000 compounds, 0.44% hits;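 active = percent inhibition above a per-plate cutoff, the plate mean of test compounds plus 3 SD, cut at about 30% in these data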;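 note: 0% = DMSO wells with GLD-1 and probe and 100% = wells lacking GLD-1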
* marks the source's active call; other numbers are inactive results; . = no result given.

SMILES	ZTA counter	Efflux pump inh	CR mimetic SO	Fam108B inh	EBNA-1 inh	MCL1-BIM inh	BCLXL inh	MEX-5 binding	GLD-1 TGE inh
O=C(Nc1ccc(-c2nc3cc(NC(=O)c4cccs4)ccc3o2)cc1)c1cccs1	10	-0.3	110	3	7	2	2	-2.4	-1
CCC(C)[C@H]1COCCS(=O)(=O)N1Cc1ccc(C)cc1 (stereo partly drawn)	-5	0.5	108	0	2	-12	-8	0.1	1
N#CCOC(=O)[C@H](Cc1ccccc1)N1C(=O)c2ccccc2C1=O	24	-0.1	99	3	13	-1	-2	-1.4	3
CNC(=O)c1cc(C(=O)c2ccc(Cl)cc2)c[nH]1	0	-0.1	103	2	13	4	7	2.5	-1
Cc1cc(OCC(=O)N2CCC(C(N)=O)CC2)c2c(C)c(C)c(=O)oc2c1	2	0.0	89	0	-3	5	3	-0.8	-9
CCCc1cc(=O)n2c(nc3ccccc32)[nH]1	5	0.3	107	1	-4	5	3	-0.5	-1
COC(=O)c1cc(COc2ccc3c4c(c(=O)oc3c2)CCC4)c(C)o1	-1	-0.1	89	-2	-5	-5	3	-0.5	-2
Cc1cc(C)c2cc(C#N)c(NCCOC(=O)c3ccccc3C)nc2c1	10	-0.1	99	-5	6	2	2	0.5	0
O=C(NCc1cccnc1)C(=O)NCC1OCCCN1S(=O)(=O)c1ccccc1 (stereo not drawn)	18	0.3	103	5	0	3	2	2.4	-5
COc1ccc2ccccc2c1/C=N/NC(=S)Nc1cc(S(=O)(=O)N2CCOCC2)ccc1N1CCOCC1	8	0.0	110	-4	-11	1	3	1.2	6
COC(=O)c1ccccc1NC(=O)n1cc(C)cn1	9	0.0	94	1	14	5	2	-1.7	9
CCc1cccc(C)c1NC(=S)NCC(c1cccnc1)N1CCOCC1 (stereo not drawn)	-12	-0.2	111	12	-19	2	-2	-1.0	-2
COc1cccc(CN2CCNC(=O)C2CC(=O)NCCN2CCCCC2=O)c1 (stereo not drawn)	-9	-0.1	100	0	-7	15	13	-6.2	14
O=C(O)Cc1cn(-c2ccccc2)nc1-c1ccccc1	5	-0.2	107	5	6	-2	4	-0.7	-3
Cc1nn(CC(=O)NCCCN2CCCCC2)c(=O)c2cccn12	-8	-0.6	101	3	-7	-9	4	-4.9	3
COC(=O)c1ccc(C2/C(=C(/O)c3ccc(OC)cc3)C(=O)C(=O)N2CC2CCCO2)cc1 (stereo not drawn)	-1	-0.2	92	-4	4	-1	-3	1.8	1
Cc1cc(C(=O)NCc2ccc(S(N)(=O)=O)cc2)cs1	-12	-0.2	118	4	-5	5	1	-2.3	1
C/C(=N\Nc1nc(-c2ccccc2)cs1)c1cccs1	-7	-0.2	104	0	-1	4	6	2.2	5
COc1ccc(NS(=O)(=O)c2ccc(O)c(C(=O)OCC(=O)N3CCCCC3)c2)cc1	9	-0.1	67	.	.	9	3	.	3
CC(=O)C1(C)OC(N)=C(C#N)C(c2ccccc2)C1(C#N)C#N (stereo not drawn)	22	-0.1	102	-2	13	37	43*	-13	27
O=C(O)CN=CC1=C(O)CC(c2ccccc2)CC1=O (stereo not drawn)	-15	0.3	111	-7	-10	10	2	0.5	-1
C#CCOc1ccc(C2C3=C(CC(C)(C)CC3=O)N(CC(=O)O)C3=C2C(=O)CC(C)(C)C3)cc1OC	-7	0.4	106	-1	-1	-8	-1	2.1	-7
N#CCCN(C(=O)CN1C(=O)NC2(CCCC2)C1=O)c1ccccc1F	8	0.0	104	4	4	-9	-1	-2.5	-5
COc1ccc(OCC(O)CN2CCN(c3ccc(Cl)cc3)CC2)cc1 (stereo not drawn)	-9	-0.2	75	-1	-2	-2	1	1.9	-3
O=C(CSc1nnc(NC(=O)C2CC2)s1)Nc1ccc(F)cc1F	12	-0.1	103	-1	1	-5	0	-4.2	3
Cc1ccc2nc(-c3ccc(O)c(O)c3)cn2c1	3	0.0	95	0	14	40*	23	-48*	9
CCOC(=O)NC(=O)c1cn(-c2ccc(OC)cc2)c(=O)[nH]c1=O	-5	0.0	95	4	6	6	4	1.6	10
Cn1c(=O)c2c(ncn2Cc2cccc(Cl)c2)n(C)c1=O	-3	0.0	100	0	-1	8	8	-3.1	7
CCN(Cc1cnn(C)c1)Cc1nc(C(c2ccccc2)c2ccccc2)no1	3	0.1	106	1	-7	-1	3	0.2	4
CCOC(=O)N/N=C\c1ccc(OC(=O)c2ccco2)cc1	4	0.3	104	4	-21	2	0	-1.2	-8
COc1ccc(/C=N/NC(=O)COc2cccc3ccccc23)c(C(=O)O)c1OC	11	-0.4	90	1	4	54*	6	0.4	-5
OCCC1CN(Cc2cccc3nccnc23)CCN1Cc1ccc(F)c(F)c1 (stereo not drawn)	-7	0.0	115	3	3	-3	1	-0.1	0
CC(=O)Nc1ccc(S(=O)(=O)NC2(C(F)(F)F)NC(=O)N(Cc3ccccc3)C2=O)cc1 (stereo not drawn)	-1	0.4	99	2	6	4	6	4.3	-1
COc1ccc(C(=O)c2coc3ccc(O)c(CN4CCCCC4)c23)cc1	-18	-0.1	93	-1	2	2	4	-0.5	3
O=C1CNC(=S)N1C(CO)c1ccccc1 (stereo not drawn)	1	-0.3	86	10	8	4	5	1.2	-2
Cc1cc(C)nc(SCC(=O)N/N=C/c2cccn2-c2ccc(O)cc2)n1	-3	0.0	95	2	-3	-19	-11	0.8	4
COc1ccccc1CCC(=O)Nc1ccc2c(c1)CN(Cc1ccc(C)o1)CC2	-4	0.0	105	-6	4	3	7	.	5
N#Cc1cc2c(nc1SCc1ccccc1)CCCC2	17	-0.1	111	0	10	1	4	0.1	0
O=[N+]([O-])c1ccc2c(c1)nc1n2CCSC1	8	0.0	91	0	-4	8	-1	-0.8	6
COc1cccc(-c2nnc(SCC3CNC(=O)O3)n2-c2ccc(Cl)cc2)c1 (stereo not drawn)	-4	0.3	100	-1	-3	-4	1	0.5	-3

A few values from the entries so far.
CC(=O)Nc1ccc(S(=O)(=O)NC2(C(F)(F)F)NC(=O)N(Cc3ccccc3)C2=O)cc1 (stereo not drawn) in Fam108B inh reads 2
O=C1CNC(=S)N1C(CO)c1ccccc1 (stereo not drawn) in CR mimetic SO reads 86

More entries follow.
SMILES	ZTA counter	Efflux pump inh	CR mimetic SO	Fam108B inh	EBNA-1 inh	MCL1-BIM inh	BCLXL inh	MEX-5 binding	GLD-1 TGE inh
C=CCn1c(CCNC(=O)c2cccs2)n[nH]c1=S	12	-0.1	101	2	11	0	3	1.9	1
CC1CCN(C(=O)CSc2nc3c(cnn3-c3ccc(Cl)cc3)c(=O)[nH]2)CC1	11	-0.1	103	-2	2	7	7	0.1	-2
COc1ccc(C2C(C#N)=C(/N=C/N3CCN(C)CC3)OC3=C2C(=O)CC(C)(C)C3)cc1OC (stereo not drawn)	3	0.0	73	-1	10	5	3	-1.1	3
C=CCOc1ccc(/C=N/NC(=O)C(=O)Nc2ccccn2)cc1OC	-10	0.4	110	-3	-3	-1	3	-0.5	3
CCN1C(=O)[C@@H]2[C@@H](c3ccc(-c4ccccc4)cc3)N3CCCC[C@@]3(C(=O)OC)[C@@H]2C1=O	-11	-0.1	90	-4	-8	-8	0	7.4	-6
CC(C)CCNC(=O)c1cc(-c2cccs2)nc2ccccc12	0	0.0	99	-3	12	-9	1	1.5	0
COc1ccc(OC)c(NC(=O)CS(=O)(=O)Cc2nc(-c3ccccc3C)oc2C)c1	1	-0.1	93	-3	57*	3	6	1.6	10
Cc1ccc(S(=O)(=O)N=C2SCCCS2)cc1	-8	0.4	95	-4	-11	4	5	-0.1	5
CCOC(=O)N1CCN(C(=O)c2ccccc2NC(=O)c2ccc(C(C)(C)C)cc2)CC1	15	0.0	117	2	3	7	1	0.3	5
CCCC(=O)Nc1nc(CC(=O)OCC)cs1	10	0.0	95	2	-6	0	5	1.2	0
Cc1ccc(-c2c(C)n([O-])c3c([n+]2=O)CCCCC3)cc1	0	0.1	101	0	4	10	2	-1.3	2
S=c1[nH]ncn1/N=C/c1ccc(N2CCOCC2)cc1	13	0.0	103	0	6	-9	-11	-5.0	-6
Cc1ccc(OC(C)C(=O)Nc2ccc(F)cc2)c([N+](=O)[O-])n1 (stereo not drawn)	2	0.2	145	.	.	-2	-1	.	4
Cc1cc2nc3c(nc2cc1C)CCCC3	0	-0.1	95	2	4	7	1	-1.1	1
COc1ccc(CCNC(=O)Cn2nc(C)n3nc(-c4ccccc4)cc3c2=O)cc1OC	-17	0.3	98	1	5	6	6	1.0	11
CCc1cc(=O)oc2cc(C)cc(OCC(=O)NCC(O)c3ccccc3)c12 (stereo not drawn)	-18	0.1	106	-4	-8	3	9	3.1	-6
O=[N+]([O-])C1C(c2ccccc2)=NOC1c1ccccc1O (stereo not drawn)	-10	0.0	100	-2	1	-2	-3	0.5	8
O=C(Cc1ccc(-n2c(=O)c3ccccc3n(Cc3cccc([N+](=O)[O-])c3)c2=O)cc1)NCC1CCCO1 (stereo not drawn)	-9	-0.1	104	2	-3	5	4	0.2	-1
COC(=O)c1nn(-c2cccc(Cl)c2)ccc1=O	-17	0.0	115	0	-3	-1	13	-0.3	10
Cc1ccc(Oc2nc(-c3ccccc3)ncc2S(=O)(=O)c2ccc(C)cc2)cc1	-21	-0.1	101	1	-11	3	7	2.3	5
COc1ccc(N2CCc3c(C)nc4c(OC)cccc4c32)cc1	-9	0.2	100	-1	-4	4	3	0.7	1
C/C(=N\NC(=O)CN1CCN(S(=O)(=O)c2ccc(C)cc2)CC1)c1cccnc1	7	0.2	88	2	0	2	1	0.6	-4
COc1cccc(N2CC(C(=O)Nc3nnc(SCC(=O)N4CCCC4)s3)CC2=O)c1 (stereo not drawn)	9	-0.2	100	-3	11	10	8	4.0	2
COc1cccc(CNC(=O)CCNC(=O)C2CCN(S(=O)(=O)c3ccc(F)cc3)CC2)c1	1	0.1	94	3	-2	-4	-1	0.5	3
CNC(=S)N/N=C/c1ccc(N2CCOCC2)s1	2	0.0	97	2	-4	10	14	4.3	-9
CC(=O)Nc1ccc(-c2nnc(SCc3ccccc3C#N)n2C)cc1	-4	-0.1	96	-3	1	7	4	3.2	4
CC1CCCC(NC(=O)c2ccc3c(c2)N(Cc2ccccc2)C(=O)CS3=O)C1C (stereo not drawn)	-12	-0.1	93	-1	0	9	2	1.2	5
O=C(Cc1ccccc1)Nc1ccccc1C(=O)N1CCCCCC1	-12	-0.1	79	-2	-3	16	6	1.8	-4
CCC(CC)c1nc(C#N)c(NCc2ccccc2)o1	-10	-0.1	94	3	3	23	6	-1.4	-1
OCCC1CN(Cc2cccn2-c2ccccn2)CCN1C1CCCCC1 (stereo not drawn)	0	-0.1	106	-2	-4	0	-1	1.4	5
Cc1nnc(SCC(=O)c2ccccc2)n1Cc1ccccc1	-10	0.1	110	-2	-5	-1	3	-1.2	-4
COc1ccc(-n2cc(-c3ccc(Cl)cc3)[nH]c2=S)cc1	9	0.2	102	-1	7	2	0	3.0	-2
COc1ccc(C)cc1N(C(=O)c1ccccc1)c1nc2ccccc2s1	-7	0.3	98	-3	-3	6	4	-1.8	11
CC(=O)c1c(C)[nH]c(C(=O)CSc2nnc(-c3cccs3)n2Cc2ccccc2)c1C	3	0.2	108	-7	9	-5	-12	-2.1	1

Assay outcomes as filed in PubChem BioAssay.
